From PubChem BioAssay
HTRA1 inhibitor: HTRA1 (human) protease inhibition | Q92743 | recombinant HTRA1, FP-rhodamine activity-based probe, fluorescence polarization | inhibition, % at 5.96 µM | 0.5% of 340,000 active; in the data active means inhibition above about 36%;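 further: 0% = enzyme with DMSO and 100% = wells lacking enzyme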
mABHD4 FP: inhibits mouse alpha/beta hydrolase domain 4; purified mABHD4, FP-Rh probe fluorescence polarization; 0.54% of 370,000 active; AID 720543; inhibition, % at 8.92 µM; Q8VD66;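 active means inhibition exceeding the mean over every tested compound plus 3 SD, cut at about 30% in these data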;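 further: 0% = plate median of compound wells and 100% = S159A mutant with DMSO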
Target sequence (Q8VD66 whole entry, looked up, the tested form may be a part): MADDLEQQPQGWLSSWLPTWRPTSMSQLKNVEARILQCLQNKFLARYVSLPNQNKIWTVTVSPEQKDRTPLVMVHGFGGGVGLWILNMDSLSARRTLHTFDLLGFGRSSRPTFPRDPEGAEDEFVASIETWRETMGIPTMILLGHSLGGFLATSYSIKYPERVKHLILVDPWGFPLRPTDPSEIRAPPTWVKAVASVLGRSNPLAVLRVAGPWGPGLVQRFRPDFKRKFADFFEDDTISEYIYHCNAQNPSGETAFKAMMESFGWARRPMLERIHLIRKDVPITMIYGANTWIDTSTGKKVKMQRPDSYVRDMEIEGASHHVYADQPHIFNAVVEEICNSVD
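Assay system: mouse ABHD4 enzyme, wild type / Also added: fluorescent activity-based probe FP-Rh / Doses: single nominal dose of 8.92 µM, 0.89% DMSO final / Timing: 45 min compound pre-incubation plus 60 min probe step, 25 °C / Signal: FP readout, ex 525 nm / em 598 nm / Control set: S159A mutant/DMSO as 100%, compound-well median as 0%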
NR1D1 modulator: modulates human Rev-erb alpha binding to DNA. activity, % at 10 µM. 0.79% of 370,000 active. P20393. Rev-erbα–FITC-DNA binding, fluorescence polarization, 90 min;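 active means activity above about 14%, limit read from the data; passing the limit was not always enough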;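 further: 0% = DMSO wells with 35 nM protein and 100% = DMSO wells with 750 nM protein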
LEDGF integ inh: blocks HIV-1 LEDGF/p75-dependent DNA integration; TR-FRET IN-LEDGF/p75 DNA integration, Eu/Cy5; 0.64% of 370,000 active; inhibition, % at 3.7 µM;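 active means inhibition above the screen-wide mean plus 3 SD, cut at about 13% in these data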;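 further: signal is the Cy5 over europium emission ratio at 671 and 618 nm; 0% = plate median of compound wells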
PG9 Ab binder: binds the HIV-1 gp120 antibody PG9; inhibition, % at 6.7 µM; 0.43% of 360,000 active; AID 624416; TR-FRET gp120-PG9 antibody binding; in the data active means inhibition above about 8.5%
SIAE primary: inhibitors of human sialic acid acetylesterase SIAE; Q9HAT2; SIAE FP-Rh probe binding, fluorescence polarization; inhibition, % at 9.66 µM; 0.69% of 370,000 active;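 active means inhibition above a cutoff: mean of compounds within the control limits plus 3 SD of those, cut at about 17% in these data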;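 further: 0% = plate median of compound wells and 100% = probe without SIAE protein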
rCAG RNA binder: binds r(CAG) RNA repeats. r(CAG) RNA repeat, TO-PRO-1 dye displacement fluorescence. inhibition, % at 3 µM. 1.3% of 370,000 active. AID 651821;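 active means inhibition above the plate cutoff, the mean of all test compounds on that plate plus 3 SD, cut at about 35% in these data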;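 further: 0% = DMSO alone and 100% = 100 µM mitoxantrone as full dye displacement; higher means more dye released from RNA so lower well fluorescence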
PRMT1 FP inh: blocks human protein arginine methyltransferase 1; Q99873; recombinant PRMT1, activity-based probe fluorescence polarization; inhibition, % at 2.79 µM; 1.3% of 370,000 active;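 active means inhibition above about 21% made by adding two undisclosed values, limit read from the data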
Target sequence (Q99873 whole entry, looked up): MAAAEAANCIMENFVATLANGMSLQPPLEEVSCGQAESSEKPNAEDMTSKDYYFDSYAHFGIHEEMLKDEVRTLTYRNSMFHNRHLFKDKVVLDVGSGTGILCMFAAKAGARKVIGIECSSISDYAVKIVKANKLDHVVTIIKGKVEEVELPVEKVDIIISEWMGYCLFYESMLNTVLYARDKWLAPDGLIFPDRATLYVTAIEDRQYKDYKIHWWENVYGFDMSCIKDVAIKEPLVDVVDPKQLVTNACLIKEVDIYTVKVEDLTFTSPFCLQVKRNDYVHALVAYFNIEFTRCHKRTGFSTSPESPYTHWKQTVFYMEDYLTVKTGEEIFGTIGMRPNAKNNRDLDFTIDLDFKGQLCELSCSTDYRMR
TCR-CD3 inh: inhibitors of human TCR-CD3 interaction; TAMRA-labeled TCR probe fluorescence, biochemical; inhibition, % at 9.4 µM; 0.37% of 360,000 active; AID 651800; in the data active means inhibition above about 19%;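 further: recombinant mutant TCR 2C K166C tagged with TAMRA read by polarization; 0% = receptor in buffer alone and 100% = receptor with positive control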
TDP2 absorb: TDP2 (human) inhibition, absorbance primary screen; O95551; recombinant TDP2, T5PNP hydrolysis, p-nitrophenol absorbance 415 nm; inhibition, % at 12.8 µM; 0.34% of 370,000 active; AID 720702;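 active means inhibition above the mean of all tested compounds plus 3 SD, set per campaign, cut at about 25% in these data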;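 further: 0% = DMSO with enzyme and 100% = buffer with substrate but no TDP2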
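Assay system: recombinant human TDP2 / Reagent: T5PNP substrate at 5 mM, a TopII-DNA adduct mimic / Measured by: epi absorbance from released p-nitrophenol / Evaluation: % inhibition relative to enzyme-containing and enzyme-free wells / Control set: enzyme-free and DMSO wells / Replicates: each compound tested once, singlicate / Schedule: enzyme reaction with compound for 2 h at 37 °C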
Numbers without * were called inactive; . = not tested or not shown. Only part of the results is shown, so the mix of outcomes need not match the whole.

Under each structure – PG9 Ab binder	rCAG RNA binder	LEDGF integ inh	HTRA1 inhibitor	NR1D1 modulator	TCR-CD3 inh	mABHD4 FP	TDP2 absorb	SIAE primary	PRMT1 FP inh
O=C(NC1CCCCC1)N1CCN(c2ccc([N+](=O)[O-])cc2)CC1
 : -0.8	-4.0	-1.7	-2.8	9.3	11.4	-2.2	0.5	-1.5	-1.9
C=CCn1c(SCc2cc(=O)n3ccsc3n2)nnc1C1CCCCC1
 : -4.1	9.2	14.8*	-2.0	-4.2	3.7	-3.4	-3.6	6.9	0.5
COc1cccc(/C=C2\SC(=S)N(CCCC(=O)N(CCO)c3ccccc3)C2=O)c1
 : -1.4	4.0	-0.6	-47.6	4.5	11.4	-12.3	2.3	-11.1	1.1
Cc1ccccc1NC(=O)CSc1nc2ccccc2c(=O)n1CC1CCCO1 (configuration not stated)
 : 0.0	-5.4	-3.5	-4.6	-9.7	-5.0	4.9	-10.9	-0.7	1.9
O=[N+]([O-])c1cccc(-c2nnc3n2CCCCC3)c1
 : -0.6	2.0	-1.0	7.4	7.3	4.3	8.0	-4.0	11.4	1.1
COc1ccccc1/C=C/C(=O)OCC(=O)Nc1ccccc1Sc1ccccc1
 : 0.7	0.4	-3.2	-28.7	7.5	-3.6	-31.1	-9.8	-13.4	1.3
O=C(NC1CCS(=O)(=O)C1)c1cccc(Cl)c1 (configuration not stated)
 : 1.4	-1.1	-1.3	1.9	-2.6	3.1	0.8	-9.9	-0.9	1.3
CCn1c(SCC(=O)N(C)CC(=O)Nc2ccc(OC)cc2)nnc1-c1ccco1
 : 0.5	-3.1	0.5	3.0	-4.4	12.2	0.1	8.3	11.4	-1.3
COC(=O)C1CN(Cc2ccc(F)cc2)CCS(=O)(=O)N1Cc1ccc(OC)cc1 (configuration not stated)
 : .	6.9	-1.4	.	2.6	.	-6.7	-6.1	2.5	4.2
COc1cccc(-c2nc(N3CCCCC3C)c3ccccc3n2)c1O (configuration not stated)
 : -0.7	16.0	0.0	-15.1	0.5	3.4	13.6	-7.3	9.7	0.4
O=C(NCc1ccccc1Cl)C1CCN(S(=O)(=O)N2CCCCCC2)CC1
 : -1.3	-7.5	-1.1	-3.4	1.4	7.2	-9.8	-8.2	5.4	-3.6
Cc1ccc(Cc2c(C3CCCCC3)nc3c4ccccc4ccn23)cc1
 : -0.2	0.9	5.4	.	4.1	0.9	-7.5	-4.8	5.8	-5.3
COC(=O)[C@]12C[C@H](CC(=O)N3CCOCC3)C(=O)N(Cc3ccc4c(c3)OCO4)C1=C[C@H](C(C)C)O[C@@H]2C1CC1
 : .	3.4	-1.1	.	1.6	.	0.5	-12.1	-7.0	6.3
COc1ccc(CN2CCN(CC=C(C)C)C(CCO)C2)cc1Cn1cncn1 (configuration not stated)
 : -1.5	-3.2	3.0	9.6	1.2	4.4	-2.0	2.9	2.9	1.0
O=C(N/N=C/C=C/c1ccc2c(c1)OCO2)c1ccc([N+](=O)[O-])cc1
 : -0.7	3.0	-0.8	13.8	-4.7	4.2	2.0	-2.5	-0.7	3.0
CC(C)(C)SCCNC(=O)c1cccc([N+](=O)[O-])c1
 : 3.0	-0.9	2.5	-3.5	6.6	-4.8	-13.7	0.7	0.8	-0.7
COc1ccccc1N1CCN(C(=O)c2cccc(Oc3ccccc3)c2)CC1
 : 1.0	-7.2	-5.8	0.6	-3.8	-3.0	-1.2	6.1	-4.1	1.0
CSCCC(NC(=O)c1ccc([N+](=O)[O-])cc1Cl)C(=O)OCC(=O)C12CC3CC(CC(C3)C1)C2 (configuration not stated)
 : -2.1	9.4	-0.4	-12.9	7.8	-5.5	1.8	-3.4	2.3	1.3
O=C(COc1ccccc1Cl)N1CCN(c2ncccn2)CC1
 : 2.7	-7.5	2.0	1.5	-3.6	-3.5	3.9	-3.9	4.1	-0.9
Cc1ccc(SCC(=O)N(Cc2nc(-c3ccccc3)no2)C(C)C)cc1
 : -1.0	-8.3	-0.3	-33.8	-2.6	-0.9	-1.2	-2.0	2.0	-1.2

Next section; the last 2 above are carried over.
Under each structure – PG9 Ab binder	rCAG RNA binder	LEDGF integ inh	HTRA1 inhibitor	NR1D1 modulator	TCR-CD3 inh	mABHD4 FP	TDP2 absorb	SIAE primary	PRMT1 FP inh
O=C(COc1ccccc1Cl)N1CCN(c2ncccn2)CC1
 : 2.7	-7.5	2.0	1.5	-3.6	-3.5	3.9	-3.9	4.1	-0.9
Cc1ccc(SCC(=O)N(Cc2nc(-c3ccccc3)no2)C(C)C)cc1
 : -1.0	-8.3	-0.3	-33.8	-2.6	-0.9	-1.2	-2.0	2.0	-1.2
COc1ccc(NC2CCCN(C(=O)c3ccc4nc(C)c(C)nc4c3)C2)cc1OC (configuration not stated)
 : -8.4	-0.8	-0.2	9.3	-5.7	1.1	4.6	-0.7	8.5	2.2
CCN1C[C@@H]2[C@@H]3C(=O)N(C)C(=O)[C@@H]3[C@](CC)(C1=O)N2C(=O)c1ccc(C)cc1
 : 1.3	1.3	-1.2	0.1	-3.2	-5.0	6.9	9.5	-3.5	0.8
N#CC1=C(N)Oc2c(ccc3cccnc23)C1c1cccnc1 (configuration not stated)
 : -1.8	3.8	-0.1	14.4	-3.2	4.2	-5.1	1.3	4.9	-1.1
O=c1[nH]c(=S)n(-c2ccc(Br)cc2)c2ncccc12
 : -1.1	3.9	11.1	1.2	5.6	-5.4	-14.9	-12.0	-1.7	0.2
CCc1nc2ccccc2c(C(=O)Nc2ccc(F)cc2)c1C
 : -0.2	-1.3	1.8	-0.4	4.7	3.8	0.1	14.2	2.4	-5.7
CC(=O)c1cc(C)ccc1OC(=O)CN1C(=O)c2ccccc2C1=O
 : -2.6	-5.1	5.3	6.1	-6.9	-4.2	0.2	-1.9	-0.2	-7.5
Cc1nn(CC(=O)N2CCC(N3CCCCC3)CC2)c(=O)c2c1sc1ccccc12
 : -1.1	1.3	0.9	-4.3	2.1	3.7	0.1	12.7	1.4	-1.6
CC(C)N1C(=O)CC2(CC[N+](C)(CCOC(=O)C(c3ccccc3)c3ccccc3)CC2)C1=O (configuration not stated)
 : -0.3	4.1	2.1	-16.6	0.9	7.2	-2.4	4.3	6.1	-1.0
CCCCNC(=O)c1cc(S(=O)(=O)N2CCCCC2)oc1C
 : 1.3	-6.9	-7.1	2.0	-9.4	-1.7	-3.4	-7.0	-7.0	2.2
O=C(CN1CCc2ccccc2C1)c1cccs1
 : -1.4	-0.4	0.8	4.9	4.3	-3.9	12.7	9.5	0.7	7.7
Cc1cccc(-c2cnc(C(O)c3ccc(F)c(C)c3)[nH]2)c1 (configuration not stated)
 : 0.2	0.2	1.9	.	3.8	-5.7	3.0	12.5	6.3	1.6
CC(=O)Nc1ccc(S(=O)(=O)NCCNS(=O)(=O)c2ccc(NC(C)=O)cc2)cc1
 : 0.2	1.3	-3.0	14.5	-2.7	6.4	-2.4	9.5	-4.5	0.4
O=C(NCc1ccco1)c1c2c(nc3ccccc13)CCC2
 : 0.1	20.3	27.8*	19.8	-17.9	5.6	20.5	12.9	6.3	14.8
Cc1ccc(S(=O)(=O)c2nc(-c3ccccc3)oc2N2CCC(C(N)=O)CC2)cc1
 : -1.6	-2.1	0.3	2.0	2.0	4.2	1.0	4.6	3.6	5.1
OCC1(CO)CC2(C1)CC(CO)(CO)C2
 : 0.2	1.8	-0.4	-0.3	-1.4	-0.4	-2.4	-2.1	5.7	-0.4
CC(=O)C(C)n1c(CN2CCN(C(=O)c3ccco3)CC2)nc2c1c(=O)n(C)c(=O)n2C (configuration not stated)
 : -1.8	-2.8	-3.1	2.0	-8.9	2.9	9.8	4.2	3.5	0.6
O=C1C2C3C=CC(CC3)C2C(=O)N1c1ccc(Cl)cc1 (configuration not stated)
 : -3.0	0.9	2.3	-0.3	9.8	-2.4	-1.8	16.8	16.4	-0.3
OCc1ccnc(Cl)c1
 : -2.1	1.2	1.0	-5.7	0.8	4.2	3.3	-15.6	-9.1	-2.7
O=C(NCc1ccc2c(c1)OCO2)c1cnc2n(c1=O)CCS2
 : -1.9	-1.0	-0.3	2.1	-3.3	-2.6	-0.8	-7.9	2.0	9.7
O=c1cc(CSc2nnc(-c3cccnc3)n2-c2ccccc2F)nc2sccn12
 : 0.1	-2.1	0.2	0.4	3.6	3.5	1.7	0.4	-2.2	3.7
COc1ccc(NC(=O)C2CCCO2)cc1Cl (configuration not stated)
 : 0.0	1.6	-4.3	-1.1	-4.3	9.2	2.3	-11.5	-1.1	-2.7
N#Cc1ccc(C(=O)Nc2cc(S(=O)(=O)N3CCCC3)ccc2OCC(F)(F)F)cc1
 : -1.9	0.6	-1.8	-6.5	6.0	-1.9	6.8	12.2	-4.0	-1.6
Cc1ncc(CO)c2cc(C(N)=O)c(=Nc3ccccc3)oc12
 : -1.9	0.3	-0.3	-5.8	-1.7	-0.8	2.3	1.0	-0.1	-0.7
O=C(CCc1nc2ccccc2c(=O)[nH]1)Nc1cc(Cl)ccc1N1CCCC1
 : -1.4	2.2	-4.5	2.6	-2.7	-0.8	5.5	10.8	6.4	1.5
CC(C)(C)c1ccc(S(=O)(=O)N2CCC(C(=O)NCCC3=CCCCC3)CC2)cc1
 : .	2.2	2.7	.	11.4	.	-1.8	-0.1	-2.8	-1.2
Cc1cc[n+](-c2[nH]c(=O)sc2/C=N/NC([S-])=Nc2ccccc2)cc1C
 : -3.9	-33.0	-1.1	21.9	5.8	12.4	31.3*	-1.1	19.2*	56.0*
